Screening data (PubChem)
Anthrax LF prot: Bacillus anthracis LF protease inhibitors, primary screen, biochemical, multiplex microsphere, MLPCN library. multiplex microsphere protease cleavage assay. AID 588501, 2011. 360,000 tested, 0.12% active. Lethal factor (Bacillus anthracis), P15917. inhibition, % at 10 µM; note: plate controls were buffer without enzyme for full effect and enzyme alone for no effect
Target sequence (P15917 whole entry, looked up): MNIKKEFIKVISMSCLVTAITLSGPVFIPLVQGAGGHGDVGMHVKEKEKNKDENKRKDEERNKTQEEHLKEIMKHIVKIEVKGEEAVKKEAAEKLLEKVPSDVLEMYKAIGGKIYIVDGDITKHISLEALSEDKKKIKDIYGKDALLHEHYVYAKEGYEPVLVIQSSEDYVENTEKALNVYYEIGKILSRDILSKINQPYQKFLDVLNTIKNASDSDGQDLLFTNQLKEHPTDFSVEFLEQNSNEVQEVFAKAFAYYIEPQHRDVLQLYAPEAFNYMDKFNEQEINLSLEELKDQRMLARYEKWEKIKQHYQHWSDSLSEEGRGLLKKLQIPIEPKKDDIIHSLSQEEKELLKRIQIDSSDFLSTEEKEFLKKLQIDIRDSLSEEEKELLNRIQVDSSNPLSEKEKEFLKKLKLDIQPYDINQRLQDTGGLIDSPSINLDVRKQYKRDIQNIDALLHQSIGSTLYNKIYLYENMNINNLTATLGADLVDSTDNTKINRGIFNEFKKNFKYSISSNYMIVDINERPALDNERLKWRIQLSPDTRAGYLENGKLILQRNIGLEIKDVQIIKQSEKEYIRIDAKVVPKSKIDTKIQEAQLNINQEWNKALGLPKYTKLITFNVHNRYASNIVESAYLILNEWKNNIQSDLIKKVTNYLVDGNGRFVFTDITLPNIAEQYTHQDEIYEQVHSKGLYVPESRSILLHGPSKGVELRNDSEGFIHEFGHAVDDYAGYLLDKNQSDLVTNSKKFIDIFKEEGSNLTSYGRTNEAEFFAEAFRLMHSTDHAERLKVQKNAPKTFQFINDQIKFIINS
CCHFV vOTU inh: CCHFV vOTU protease inhibitors, primary screen, biochemical, Pep-AMC substrate, fluorescence; Crimean-Congo hemorrhagic fever virus L polyprotein viral ovarian tumor (vOTU) protease …; inhibition, % at 11.5 µM; 370,000 tested, 0.55% active; in the data active = inhibition above about 30%; note: 0% = vehicle wells with enzyme and 100% = no enzyme wells
Vc quorum ag: inducers of Vibrio cholerae quorum light production without autoinducers, primary screen, BH1578 luxS cqsA deficient, single point. V. cholerae BH1578 lux reporter, luminescence, 6 h. activation, % at 18.7 µM. 350,000 tested, 0.16% active; in the data active = activation mostly above about 9.7%, no sharp cut-off; note: not every result past the cut was called active; inactives centre near 0; reference of the scale not given here
Y pestis TopoI: Yersinia pestis topoisomerase I inhibitors, primary screen, biochemical, cleavage product accumulation, plate reader, single point; DNA topoisomerase I (Yersinia pestis CO92); Y. pestis Topo-I cleavage product accumulation; activity, % at 10 µM; 360,000 tested, 0.064% active; in the data active = activity above about 50%, passing the limit was not always enough; note: inactives centre near 2
DUSP3 inh: VHR1 phosphatase inhibitors, primary screen, biochemical, absorbance, uHTS; 290,000 tested, 0.52% active; recombinant VHR phosphatase, pNPP absorbance; inhibition, % at 13.3 µM; in the data active = inhibition above about 50%; note: some compounds called inactive have numbers as strong as hits
Target sequence (P51452 whole entry, looked up): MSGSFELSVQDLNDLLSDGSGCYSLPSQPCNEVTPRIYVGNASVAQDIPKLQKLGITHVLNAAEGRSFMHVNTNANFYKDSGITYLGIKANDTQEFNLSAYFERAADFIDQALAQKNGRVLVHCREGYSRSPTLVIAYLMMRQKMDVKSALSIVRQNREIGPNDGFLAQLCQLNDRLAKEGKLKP
BoNT A protease: BoNT/A light chain protease inhibitors, primary screen, biochemical, flow cytometry, MLPCN library; inhibition, % at 10 µM; AID 588499, 2011; 360,000 tested, 0.17% active; Botulinum neurotoxin type A light chain protease (Clostridium botulinum A str. ATCC 3502); multiplex microsphere protease substrate cleavage; note: plate controls were buffer without enzyme for full effect and enzyme alone for no effect
TcdB inh: TcdB glycohydrolase inhibitors, primary screen, biochemical, single point, plate reader; inhibition, % at 9.99 µM; Toxin B (Clostridioides difficile), P18177; 350,000 tested, 0.24% active; TcdB glycohydrolase enzymatic assay; in the data active = inhibition above about 10%
PfHsp40 rescue: rescue of yeast from PfHsp40 toxicity, primary screen, S. cerevisiae, ATP luminescence | S. cerevisiae expressing PfHsp40, growth rescue | growth rescue, % at 12.5 µM | 340,000 tested, 0.68% active | AID 504582, 2011; in the data active = growth rescue above about 28%, passing the limit was not always enough;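 note: yeast W303a lacking pdr1 and pdr3 grown in galactose medium; growth measured after three days at 30 °C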
SSB-PriA inh: inhibitors of Klebsiella pneumoniae PriA binding to SSB C-terminal tail, primary screen, biochemical, AlphaScreen. PriA–SSB C-terminal tail interaction (Klebsiella pneumoniae). AlphaScreen SSBct-PriA binding, biotinylated peptide. inhibition, % at 33 µM. 430,000 tested, 0.6% active. AID 1272365, 2023; in the data active = inhibition mostly above about 37%, no sharp cut-off; inactive = mostly below about 20%;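 note: plate controls were negative control peptide for no effect and reference peptide for full effect; strong numbers were not always called active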
3CLpro inhibitor: SARS-CoV 3CLpro protease inhibitors, primary screen, biochemical, quenched FRET; Replicase polyprotein 1ab (Severe acute respiratory syndrome coronavirus), P0C6X7; recombinant SARS-CoV 3CLpro, quenched FRET peptide cleavage; inhibition, % at 6 µM; 290,000 tested, 0.14% active; AID 1706, 2009; in the data active = inhibition above about 12%
* marks the source's active call; other numbers are inactive results; i = inactive; x = no result given. Cut-off read from the data, not from the text of the source, unless noted: active = inhibition above about 30%; inconclusive = no clear call, values can overlap the other calls; inactive = below that. A portion of the library. The share of hits here may be higher or lower than overall.

SMILES	Anthrax LF prot	CCHFV vOTU inh	Vc quorum ag	Y pestis TopoI	DUSP3 inh	BoNT A protease	TcdB inh	PfHsp40 rescue	SSB-PriA inh	3CLpro inhibitor
Cc1ccc(C(=O)Nc2nnc(CC(=O)N/N=C/c3ccc(O)c(O)c3)s2)cc1	0	-9	-0.7	13	54*	0.8	0.6	-1.3	x	4
CN1CCN(CCC(=O)Nc2ccccc2Cl)CC1	-2	4	-0.6	-1	26	0.6	x	0.7	-2	-5
CC(=O)N(C(C)=O)S(=O)(=O)c1ccc(N=NN2CCCCC2)cc1	-1	5	-1.4	-7	-5	-1.1	-1.0	13	-6	0
CCOc1ncccc1C(=O)Nc1nnc(C2CC2)s1	3	-6	-0.6	-3	18	0.3	1.3	-0.3	-9	3
COc1ccc(NC(=O)CN(C)CC(=O)Nc2cccc(S(=O)(=O)N(C)c3ccccc3)c2)cc1	-4	15	-0.4	3	-15	-1.6	1.7	-0.4	-5	1
COc1ccc(/C=N/NC(=O)CC(=O)NCCc2ccccc2)cc1OC	0	-4	x	-9	33	-1.8	x	-1.3	x	4
Cc1cccc(C(=O)NCCCNC(=O)c2ccco2)c1	-6	25	i	-6	-30	0.8	-3.0	-0.6	4	0
CC(C)c1ccc(S(=O)(=O)N2CCN(C(=O)C3CCN(C(=O)c4ccc(F)cc4)CC3)CC2)cc1	-1	9	i	19	-11	-0.8	-0.4	-0.3	-1	0
Cc1ccc2[nH]c3nc(SCCN4CCOCC4)nnc3c2c1	-3	-12	-0.3	-8	10	-1.9	x	-0.2	-22	-2
Cc1ccc2c(c1)cc1c(=O)n(CC(=O)N3CCC4(CC3)OCCO4)nc(C)n12	1	1	-0.9	0	-9	1.8	-1.0	0.2	-3	-2
N/C(=N\OC(=O)c1ccccc1[N+](=O)[O-])c1cccnc1	2	7	i	1	8	-0.3	x	0.0	x	2
CSCCC(NC(=O)c1ccco1)c1nc2ccccc2[nH]1 (stereo not given)	x	17	-2.6	3	10	x	0.7	-1.5	1	-4
CCc1ccc(NC(=S)N(CCN(C)C)C(C)c2ccncc2)cc1 (stereo not given)	-3	-7	i	0	6	0.0	1.1	-0.5	0	1
Cc1cc(C(=O)Cn2c(CO)nc3ccccc32)c(C)n1C	-2	-9	-0.6	-5	20	0.6	0.6	0.5	14	1
COc1ccccc1N=Nc1c(C)[nH]n(-c2ccccc2)c1=O	-3	4	-0.3	1	-13	-3.1	0.2	0.2	1	0
COc1ccc(NC(=O)CCS(=O)(=O)c2ccc3c(c2)CCCN3C(C)=O)cc1	2	5	i	-7	17	1.0	x	0.0	-11	0
O=C(Nc1ccc(Cl)c(C(=O)N2CCOCC2)c1)c1ccccc1	-1	9	-0.6	3	15	2.1	0.2	-0.7	13	-5
Cc1ccccc1C(=O)N=c1sccn1C	3	0	-0.3	0	-2	-1.4	x	-2.0	-6	2
CC(=O)Nc1ccc(/C=C(\C#N)C(=O)NC2CCCCC2)cc1	-6	3	2.8	0	21	-1.6	0.3	0.6	8	-1
COc1cc(C=O)ccc1Oc1nnnn1-c1ccccc1	9	4	-0.4	1	-4	-4.0	0.0	2.0	0	-4
Cn1c2ccccc2c(=O)c2c(=O)n(-c3ccc(F)cc3)c(-c3cccs3)nc21	-5	-5	-0.3	-5	18	-0.6	0.4	0.1	-13	-10
CCN(CC)c1ccc(NC(=O)c2cnccn2)cc1S(=O)(=O)Nc1ccc(OC)cc1	0	10	0.7	8	0	0.1	x	1.0	6	2
COc1ccc(Nc2sc(C(=O)c3ccc(Cl)cc3)c(N)c2C(=O)Nc2ccccc2OC)cc1	-3	21	-3.0	10	16	-1.8	x	1.0	3	9
Cn1c(CCNC(=O)C2CCCCC2)nc2cc([N+](=O)[O-])ccc21	3	-8	2.8	-2	17	0.0	2.5	-0.6	2	0
Nc1ncnc(N(c2ccccc2)C2CCCCC2)c1[N+](=O)[O-]	0	-1	-0.2	0	8	-0.2	x	-0.3	-4	1
CC(NC(=O)COC(=O)CCc1nc(=O)c2ccccc2n1C)c1ccccc1 (stereo not given)	-11	-5	-0.5	-8	4	-0.8	-0.6	-0.9	-3	3
Cc1[nH]n(-c2ccc([N+](=O)[O-])cc2)c(=O)c1C=NCCN1CCN(C(=O)c2ccc(Br)cc2)CC1	-1	10	i	4	10	1.9	x	-5.3	1	2
COc1ccc([N+](=O)[O-])cc1NC(=O)C1CCCNC1=O (stereo not given)	-1	-2	-0.6	-4	-1	-0.9	0.8	-0.1	-9	3
O=C(Nc1nc2ccccc2n1CCN1CCOCC1)c1ccc(Cn2cc([N+](=O)[O-])cn2)o1	-4	6	-0.3	-1	15	-5.7	1.0	0.4	3	2
O=C(COC(=O)c1ccc2ccccc2c1O)NCC(F)(F)F	-3	-14	-0.2	-2	13	0.6	0.1	0.5	-19	2

Single records, as listed above:
`CC(=O)Nc1ccc(/C=C(\C#N)C(=O)NC2CCCCC2)cc1` across the screens: Anthrax LF prot: -6; CCHFV vOTU inh: 3; Vc quorum ag: 2.8; Y pestis TopoI: 0; DUSP3 inh: 21; BoNT A protease: -1.6; TcdB inh: 0.3; PfHsp40 rescue: 0.6; SSB-PriA inh: 8; 3CLpro inhibitor: -1
`COc1ccccc1N=Nc1c(C)[nH]n(-c2ccccc2)c1=O` across the screens: Anthrax LF prot: -3; CCHFV vOTU inh: 4; Vc quorum ag: -0.3; Y pestis TopoI: 1; DUSP3 inh: -13; BoNT A protease: -3.1; TcdB inh: 0.2; PfHsp40 rescue: 0.2; SSB-PriA inh: 1; 3CLpro inhibitor: 0
`O=C(Nc1ccc(Cl)c(C(=O)N2CCOCC2)c1)c1ccccc1` across the screens: Anthrax LF prot: -1; CCHFV vOTU inh: 9; Vc quorum ag: -0.6; Y pestis TopoI: 3; DUSP3 inh: 15; BoNT A protease: 2.1; TcdB inh: 0.2; PfHsp40 rescue: -0.7; SSB-PriA inh: 13; 3CLpro inhibitor: -5

Random excerpt: 2 entries already listed, in no set order.
SMILES	Anthrax LF prot	CCHFV vOTU inh	Vc quorum ag	Y pestis TopoI	DUSP3 inh	BoNT A protease	TcdB inh	PfHsp40 rescue	SSB-PriA inh	3CLpro inhibitor
Cn1c2ccccc2c(=O)c2c(=O)n(-c3ccc(F)cc3)c(-c3cccs3)nc21	-5	-5	-0.3	-5	18	-0.6	0.4	0.1	-13	-10
O=C(Nc1ccc(Cl)c(C(=O)N2CCOCC2)c1)c1ccccc1	-1	9	-0.6	3	15	2.1	0.2	-0.7	13	-5

(cont.)
SMILES	Anthrax LF prot	CCHFV vOTU inh	Vc quorum ag	Y pestis TopoI	DUSP3 inh	BoNT A protease	TcdB inh	PfHsp40 rescue	SSB-PriA inh	3CLpro inhibitor
O=C(CSc1nc(-c2ccc(F)cc2)cc(C(F)(F)F)n1)NCc1cccs1	-1	4	1.1	2	-2	0.2	x	0.9	-5	-2
COc1ccc(C(=O)NC(=S)Nc2ccc(N3CCCC3)cc2)cc1	-5	3	-1.0	4	12	-0.3	-0.3	-0.7	9	-1
Cc1ccc(SCCCCN2C(=O)NC(C)(C)C2=O)cc1	1	-9	-3.0	1	1	-0.3	x	-0.5	-13	3
CCC(C)(C(=O)NC1CCCC1)N(C(=O)CNC(C)=O)c1ccccc1 (stereo not given)	5	18	i	7	4	1.2	x	0.8	-5	0
O=C(C1CCN(c2ncnc3c2sc2cccc(F)c23)CC1)N1CCOCC1	-4	10	-0.1	16	38	-0.3	-0.4	0.7	-9	-3
CC(=O)N1CC=CC1(CC(C)C)C(=O)NCCc1c[nH]c2ccccc12 (stereo not given)	-1	-3	i	6	1	-0.3	-0.7	-1.0	17	-2
CCCn1c(/C=C/c2cc[n+](C)cc2)nc2ccccc21	2	-45	1.0	-8	5	-4.2	1.2	0.2	-7	-4
COC(=O)CCC(=O)OC1(C)C(=O)C2=CN(Cc3ccccc3)C(c3ccc(OC)cc3)=CC2=C(Br)C1=O (stereo not given)	-28	12	i	-3	x	10	-1.5	0.4	-8	x
COc1ccc2nc(C)c3cc(C)oc3c2c1	2	-1	-10	-8	6	-0.5	x	-0.6	-14	3
c1ccc(-c2nnc(C3CC(c4cccnc4)=NO3)o2)cc1 (stereo not given)	2	-3	-3.7	0	3	0.0	0.3	0.0	-10	x
CCS(=O)(=O)N1CCC(C(=O)NCCC2=CCCCC2)CC1	-2	-10	-0.4	-11	11	-0.1	0.0	0.2	2	1
CCCOc1ccc(C2/C(=C(/O)c3ccccc3)C(=O)C(=O)N2CCCN(C)C)cc1OC (stereo not given)	3	3	i	0	x	0.2	x	0.4	x	-2
CCn1cc(C(=O)O)c(=O)c2cc(S(=O)(=O)N(C)C)ccc21	-2	-11	-8.4	6	8	0.7	x	0.5	-5	-4
O=C(Nc1cccc(S(=O)(=O)N2CCOCC2)c1)C1CC1	-3	-4	i	0	x	-3.3	0.5	0.6	-5	x
CCc1nnc(NC(=O)[C@@H](NC(=O)c2cccc(S(=O)(=O)N(CC)CC)c2)C(C)C)s1	-1	2	-0.2	5	-32	0.6	x	-1.2	-13	5
COc1ccc(-c2csc(Nc3cccc(C)n3)n2)cc1OC	2	8	0.5	10	x	-0.3	0.9	x	x	x
Cc1ccc(COC(=O)c2cc(S(=O)(=O)N3CCCCC3)ccc2N2CCOCC2)cc1	4	14	-2.0	38	x	0.9	0.7	-0.6	3	x
O=[N+]([O-])c1ccc(CSc2ccc(-c3ccccn3)nn2)cc1	-5	13	i	4	2	-2.0	0.3	23	9	-3
CN(C)C(=O)c1ccc(NC(=O)COC(=O)c2cc(S(=O)(=O)N(C)C)ccc2N2CCCC2)cc1	1	12	-2.3	20	x	3.7	-13	2.2	4	x
C=Cn1c(N2CCOCC2)nc2c1c(=O)[nH]c(=O)n2C	-2	-1	i	-2	-9	-1.0	x	-1.2	-1	1
CCOc1ccc(Cl)cc1S(=O)(=O)N1CCN(c2ccc(C)c(C)c2)CC1	-11	1	-0.3	8	26	1.4	0.1	16	9	1
CN=C1SC(CC(=O)Nc2ccccc2F)C(=O)N1/N=C/c1ccc(O)c(OC)c1 (stereo not given)	x	28	i	-5	-18	x	0.0	0.0	x	4

Copied from the list.
Entry of Cc1ccc(COC(=O)c2cc(S(=O)(=O)N3CCCCC3)ccc2N2CCOCC2)cc1 in Y pestis TopoI: 38
Entry of CC(=O)N1CC=CC1(CC(C)C)C(=O)NCCc1c[nH]c2ccccc12 (stereo not given) in Anthrax LF prot: -1
Entry of CCS(=O)(=O)N1CCC(C(=O)NCCC2=CCCCC2)CC1 in Vc quorum ag: -0.4
Entry of CN(C)C(=O)c1ccc(NC(=O)COC(=O)c2cc(S(=O)(=O)N(C)C)ccc2N2CCCC2)cc1 in Anthrax LF prot: 1
Entry of O=C(CSc1nc(-c2ccc(F)cc2)cc(C(F)(F)F)n1)NCc1cccs1 in DUSP3 inh: -2
